hcGAS inh = inhibitors of human cGAS; Q8N884; recombinant h-cGAS, ATP depletion, Kinase-Glo luminescence; inhibition, % at 12.5 µM; actives 0.081% (n = 290,000); AID 1259398;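 also: 0% = vehicle reaction and 100% = reaction without DNA for no activity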
Target sequence (Q8N884 whole entry, looked up): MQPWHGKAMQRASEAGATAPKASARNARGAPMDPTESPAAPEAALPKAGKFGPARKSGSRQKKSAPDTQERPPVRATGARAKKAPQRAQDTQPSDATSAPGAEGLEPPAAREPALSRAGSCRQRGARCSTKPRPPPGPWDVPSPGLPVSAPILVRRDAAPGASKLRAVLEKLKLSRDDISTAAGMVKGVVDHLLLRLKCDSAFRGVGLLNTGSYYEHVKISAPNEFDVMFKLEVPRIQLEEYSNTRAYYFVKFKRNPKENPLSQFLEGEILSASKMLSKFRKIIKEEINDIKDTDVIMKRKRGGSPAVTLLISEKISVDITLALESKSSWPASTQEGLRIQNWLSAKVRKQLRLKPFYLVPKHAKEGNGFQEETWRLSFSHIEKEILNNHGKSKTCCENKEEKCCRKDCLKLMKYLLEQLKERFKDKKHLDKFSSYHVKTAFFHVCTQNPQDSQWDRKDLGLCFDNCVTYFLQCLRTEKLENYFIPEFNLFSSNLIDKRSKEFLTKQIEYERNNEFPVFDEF
NPYLR7 ag = activates Aedes aegypti NPYLR7 receptor | HEK293T NPYLR7/Galpha15, GCaMP6s calcium fluorescence | activation, % at 10 µM | actives 0.15% (n = 270,000) | AID 1259423; in the data active = activation above about 40%;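 also: 0% = vehicle and 100% = reference agonist at the receptor; some compounds past the cut are filed as inactive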
mcGAS lum = blocks mouse cGAS activity | Q8C6L5 | recombinant cGAS, Kinase-Glo ATP depletion luminescence | inhibition, % at 12.5 µM | actives 0.15% (n = 160,000) | AID 1259399;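 also: 0% = negative control wells and 100% = reference inhibitor with no enzyme activity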
Active calls of the source: *; . = no result given; & = joins results of further samples. Rule as the data show it, unless noted: active = inhibition above about 40%; inactive = the rest.

1	O=C(CCc1ccco1)N1CCN(Cc2ccc(-c3noc(-c4cccnc4)n3)cc2)CC1
2	O=[N+]([O-])C1C(=Nc2ccccc2)NN=C1c1nnco1 (configuration not stated)
3	CCCCN(CC(=O)N(CCc1c[nH]c2ccccc12)Cc1ccc(OC)cc1)C(=O)Nc1ccccc1C
4	O=C1c2cccc3cccc(c23)C(=O)N1C1CCS(=O)(=O)C1 (configuration not stated)
5	CC(c1cccs1)N(C)C(=O)CCCS(N)(=O)=O (configuration not stated)
6	Cc1cccc(OCCn2c(C3CC(=O)N(Cc4ccccc4)C3)nc3ccccc32)c1 (configuration not stated)
7	CC(C)(C)c1ccc(C(=O)N(CCCN2C(=O)c3cccc4cccc(c34)C2=O)c2ccccc2)cc1
8	COc1ccccc1N1CCN(C2CCCN(C(=O)c3ccc(=O)[nH]c3)C2)CC1 (configuration not stated)
9	COc1nc(OC)nc(-c2c[nH]c3ccc(C)cc23)n1
10	CC(C)(C)c1cc2nc(-c3cccc(C(F)(F)F)c3)cc(C(=O)O)n2n1

assay / entry	1	2	3	4	5	6	7	8	9	10
hcGAS inh	-4	4	-10	-3	1	-11	-4	-9	2	22
NPYLR7 ag	2	-8	14	-2	-2	2	8	.	-3	-2
mcGAS lum	-8	.	-6	.	.	-4	-4	-12	.	.

11	COCc1cc(C)nc(OCC(=O)N/N=C\c2cc(Br)cc(I)c2O)c1C#N
12	CC1CN(C(=O)c2cc3cc(Cl)ccc3o2)CC(C)O1 (configuration not stated)
13	Cc1cc(C)c(C#N)c(Nc2ccc(-c3ccccc3)cc2)n1
14	CN1C(=O)N(CCc2ccccc2)C(=O)C12CCN(Cc1ccc(-c3ccccc3)cc1)CC2
15	Cn1cnc([N+](=O)[O-])c1Sc1ncnc2nc[nH]c12
16	CC(=O)Nc1nc(CS(=O)(=O)Cc2ccc(C(=O)N3CCCC3)cc2)cs1
17	O=C(Nc1ccc(-n2nccn2)cc1)N(CCO)Cc1ccsc1
18	Fc1ccc(C2=Nc3nnnn3C(c3cccc(Br)c3)C2)cc1 (configuration not stated)
19	O=C(CCc1cccc(Cl)c1)N1CCCC(Nc2ccccc2)C1 (configuration not stated)
20	O=C1/C(=C/c2ccc(-c3ccc(Br)cc3)o2)C=C(c2ccccc2)N1c1ccccc1Br

assay / entry	11	12	13	14	15	16	17	18	19	20
hcGAS inh	-1	-15	4	-8	-3&5&-5&-1&-3	2	-7	-11	-7	-6
NPYLR7 ag	0	21	-3	24	2&-8&-8&-2&4	-4	4	24	2	0
mcGAS lum	1	.	-2	-7	-5&-3	.	.	.	.	-5

21	CCCNC(=O)C1(C)CCCN(Cc2ccc(-c3ccccn3)cc2)C1 (configuration not stated)
22	O=C(CCN(CCCN1CCOCC1)c1nc(-c2ccccc2Cl)nc2ccccc12)NCc1ccco1
23	CCNC(=O)N1CCC(NC(=O)c2ccc(OCC)o2)CC1
24	COc1ccc(C(=O)Nc2ccnn2C2CCN(CC3CC=CCC3)CC2)cc1 (configuration not stated)
25	CCc1ccccc1-c1cccc(N2CCNCC2)n1
26	Cc1nc(-n2nc(C3CC3)cc2NC(=O)c2cc(=O)c3ccccc3o2)[nH]c(=O)c1C
27	O=C(NC1CCC(n2cnnc2)CC1)c1ccc(C2CCCO2)s1 (configuration not stated)
28	CCOC(=O)C1(CC2CCCCO2)CCN(C(=O)Nc2ccc(OC)c(OC)c2)CC1 (configuration not stated)
29	NC(=O)c1cc2cc(Cl)ccc2oc1=Nc1ccc(F)cc1
30	CC(=O)NC(C)c1ccc(-c2csc(N)n2)cc1 (configuration not stated)

assay / entry	21	22	23	24	25	26	27	28	29	30
hcGAS inh	-18	-1	1	-10	-5	2	-7	0	-5	6
NPYLR7 ag	0	3	8	8	8	4	4	-8	-4	-4
mcGAS lum	.	-9	1	.	-14	.	.	-3	-5	.

31	CCCC(=O)Nc1nnc(SCc2ccc(C)cc2)s1
32	CCOC(=O)Cc1csc2nc(=O)c3c(C)c(C)sc3n12
33	CCOC(=O)C1(Cc2ccc(F)cc2)CCCN(C(=O)c2cnc3ccccn3c2=O)C1 (configuration not stated)
34	O=C(c1n[nH]c2ccccc12)N1CCOC(COc2ccc3c(c2)CCCC3)C1 (configuration not stated)
35	COc1ccc(C)cc1C(C)NC(=O)C1CC2CCCC(C1)C2=O (configuration not stated)
36	CC(C)(C)c1ccc(OCNC(=O)c2cncc(Br)c2)cc1
37	COc1cc(CN(Cc2ccc(C(O)(c3cccc(F)c3)c3cccc(F)c3)o2)C(C)C)cc(OC)c1
38	Cc1ccccc1-c1cnnc(NCCc2nc(C)c3c(n2)CCCC3)n1
39	NC(=O)CN1C(=O)COc2ccccc21
40	O=C(Cc1ccccc1F)Nc1cc(Cl)ccc1N1CCCC1

assay / entry	31	32	33	34	35	36	37	38	39	40
hcGAS inh	-1	-7	-2	-7	-5	1	0	-9&0	4	-12
NPYLR7 ag	-1	2	3	6	11	0	-9	14&-6	-20	7
mcGAS lum	-7	-3	.	-9	.	.	-4	-13&0	.	-6

41	Cc1ccc(NC(=O)CC(NCCC2=CCCCC2)C(=O)O)c(C)c1 (configuration not stated)
42	O=C(NC1CCS(=O)(=O)C1)c1ccc2c(c1)CCCC2 (configuration not stated)
43	Cc1c(C(=O)N2CCN(C(=O)C3CC3)CC2)cc(-c2ccccc2)n1-c1ccc(F)cc1F
44	COc1ccc(C2c3cccn3-c3ccccc3N2C(=O)CN(C(=O)Nc2cccc(OC)c2)C2CC2)cc1 (configuration not stated)
45	COc1ccc(C2CC(c3cccc(NC(C)=O)c3)=Nc3ccccc3S2)c(OC)c1 (configuration not stated)
46	O=S(=O)(c1ccc(SCCOc2ccc(Br)cc2)nc1)N1CCCC1
47	O=C(Cn1ccc(C(F)(F)F)n1)NN=Cc1cccs1
48	CCc1nn2c(ncc3c(=O)n(-n4cnnc4)ccc32)c1-c1ccc(F)cc1
49	Cc1ccnc(Nc2ccc(NCCNC(=O)Cc3ccccc3)nn2)c1
50	COCCN(Cc1cccc(OS(C)(=O)=O)c1)C(=O)c1cc(OC)cc(OC)c1

assay / entry	41	42	43	44	45	46	47	48	49	50
hcGAS inh	-4	3	-13	-3	-3	-6	4	-6	-9	-14
NPYLR7 ag	6	-2	-11	22	6	1	8	4	13	.
mcGAS lum	.	.	-5	-5	.	-5	1	.	.	-6

51	CC1CCN(CC[C@H]2CCCN2S(=O)(=O)c2cccc(O)c2)CC1
52	CN[P+](c1ccccc1)(c1ccccc1)c1ccccc1
53	CCc1ccccc1NC(=O)CNC(=O)CCc1ccc(OC)c(OC)c1
54	Cc1[nH]nc(CCC(=O)NCC2CCCN(C3CCCC3)C2)c1C (configuration not stated)
55	Cc1ccc(SCCNC(=O)CN2C(=O)c3ccccc3C2=O)cc1
56	CC(C)C(OC(=O)CCC(=O)c1ccc(C(C)(C)C)cc1)C(=O)NC(N)=O (configuration not stated)
57	CCOC(=O)c1sc2ncn(CC(=O)NCCc3ccccc3)c(=O)c2c1C
58	Cc1ccc(S(=O)(=O)NC(=O)C2(C)CCN2C(=O)Cc2cccs2)cc1 (configuration not stated)
59	Cc1ccccc1-n1nnn(CN2CCC(C)CC2)c1=S
60	Cc1c[nH]c(CNC(=O)CC2C(=O)NCCN2C(C)C)c(C)c1=O (configuration not stated)

assay / entry	51	52	53	54	55	56	57	58	59	60
hcGAS inh	-3	-3	-7	-11	-5	-10	-1	-3	-15	0
NPYLR7 ag	0	-2	5	-3	10	4	0	9	1	3
mcGAS lum	-5	.	.	.	-3	.	.	.	.	-14

61	CC1C(=O)N(c2ccc(F)cc2)CCN1C(=O)c1ccco1 (configuration not stated)
62	CC(=O)NCCC(=O)OC1CCCCC1C(C)C (configuration not stated)
63	O=c1c(CN2CCN(CCc3ccccc3)C(CCO)C2)coc2ccccc12 (configuration not stated)
64	O=C(NNC(=O)c1ccccc1Cl)c1cccc(Br)c1
65	COc1ccc(N2C(=O)CN(CCc3ccccc3OC)C3CS(=O)(=O)CC32)cc1 (configuration not stated)
66	Cc1ccoc1C(=O)N1CCNCC1C(=O)Nc1ccc(F)cc1 (configuration not stated)
67	Cc1cccc(C)c1NC(=O)CNC(=O)C(C)OC(=O)C1CCCCC1 (configuration not stated)
68	NC(=O)c1cccc(Cn2cc(I)cn2)c1
69	O=C(NC1=NCCS1)c1ccc(Br)c(S(=O)(=O)N2CCOCC2)c1
70	CCN1C(=O)/C(=C/C=C2/Sc3ccccc3N2CCO)SC1=S

assay / entry	61	62	63	64	65	66	67	68	69	70
hcGAS inh	-4	-18	-1	-2	-1	-3	-6	-3	-3	-17
NPYLR7 ag	-1	-4	10	7	2	56	6	11	10	7
mcGAS lum	-5	.	-7	-7	.	.	.	.	.	-9

Some of the entries so far, in markdown.
| # | molecule | hcGAS inh | NPYLR7 ag | mcGAS lum |
| --- | --- | --- | --- | --- |
| 1 | O=C(CCc1ccco1)N1CCN(Cc2ccc(-c3noc(-c4cccnc4)n3)cc2)CC1 | -4 | 2 | -8 |
| 2 | O=[N+]([O-])C1C(=Nc2ccccc2)NN=C1c1nnco1 (configuration not stated) | 4 | -8 | . |
| 3 | CCCCN(CC(=O)N(CCc1c[nH]c2ccccc12)Cc1ccc(OC)cc1)C(=O)Nc1ccccc1C | -10 | 14 | -6 |
| 4 | O=C1c2cccc3cccc(c23)C(=O)N1C1CCS(=O)(=O)C1 (configuration not stated) | -3 | -2 | . |
| 5 | CC(c1cccs1)N(C)C(=O)CCCS(N)(=O)=O (configuration not stated) | 1 | -2 | . |
| 6 | Cc1cccc(OCCn2c(C3CC(=O)N(Cc4ccccc4)C3)nc3ccccc32)c1 (configuration not stated) | -11 | 2 | -4 |
| 7 | CC(C)(C)c1ccc(C(=O)N(CCCN2C(=O)c3cccc4cccc(c34)C2=O)c2ccccc2)cc1 | -4 | 8 | -4 |
| 8 | COc1ccccc1N1CCN(C2CCCN(C(=O)c3ccc(=O)[nH]c3)C2)CC1 (configuration not stated) | -9 | . | -12 |
| 9 | COc1nc(OC)nc(-c2c[nH]c3ccc(C)cc23)n1 | 2 | -3 | . |
| 10 | CC(C)(C)c1cc2nc(-c3cccc(C(F)(F)F)c3)cc(C(=O)O)n2n1 | 22 | -2 | . |
| 11 | COCc1cc(C)nc(OCC(=O)N/N=C\c2cc(Br)cc(I)c2O)c1C#N | -1 | 0 | 1 |
| 12 | CC1CN(C(=O)c2cc3cc(Cl)ccc3o2)CC(C)O1 (configuration not stated) | -15 | 21 | . |
| 13 | Cc1cc(C)c(C#N)c(Nc2ccc(-c3ccccc3)cc2)n1 | 4 | -3 | -2 |
| 14 | CN1C(=O)N(CCc2ccccc2)C(=O)C12CCN(Cc1ccc(-c3ccccc3)cc1)CC2 | -8 | 24 | -7 |
| 15 | Cn1cnc([N+](=O)[O-])c1Sc1ncnc2nc[nH]c12 | -3&5&-5&-1&-3 | 2&-8&-8&-2&4 | -5&-3 |
| 16 | CC(=O)Nc1nc(CS(=O)(=O)Cc2ccc(C(=O)N3CCCC3)cc2)cs1 | 2 | -4 | . |
| 17 | O=C(Nc1ccc(-n2nccn2)cc1)N(CCO)Cc1ccsc1 | -7 | 4 | . |
| 18 | Fc1ccc(C2=Nc3nnnn3C(c3cccc(Br)c3)C2)cc1 (configuration not stated) | -11 | 24 | . |

Later entries:
71	CCc1nc2ccc(C(=O)Nc3ccc(C(=O)N(C)C)cc3)cn2c1N(C)Cc1ccc(Cl)cc1
72	COc1ccc(-n2cc(CNCCOc3cccnc3)c(-c3cccc(F)c3)n2)cc1
73	Cc1csc(SCC(=O)NCC2Cc3cc(F)cc(-c4cccnc4)c3O2)n1 (configuration not stated)
74	O=C(C1CCCCC1)N(Cc1ccccn1)c1nc2c(F)cc(F)cc2s1
75	Cc1ccc(-c2ccc(C#N)s2)cc1NC(=O)CN1CSCC1=O
76	COCCNC(=O)C(NC(=O)c1cccc(OC)c1)C1CCN(S(=O)(=O)c2ccc(OC)cc2)CC1 (configuration not stated)
77	CC(=O)O[C@@H]1CC(C)(C)CC2(C1)C[C@]1(C)CC(=O)[C@H]2C(C)(C)C1 (some centres not stated)
78	CC(C)(C)c1cc(C(F)(F)F)c2c(=O)n(-c3ccccc3)[nH]c2n1
79	CC(NC(=O)NCCc1ccc(F)cc1)c1ccccc1Br (configuration not stated)
80	CCOc1cn(C)c(C(=O)Nc2ccc(C(N)=O)cc2)cc1=O

assay / entry	71	72	73	74	75	76	77	78	79	80
hcGAS inh	3	-3	-7	-6	1&-4	-4	-5	-1	-3	-13
NPYLR7 ag	-1	-1	15	5	-4&2	10	-3	-5	9	5
mcGAS lum	1	-4	-11	-11	.	-5	.	.	.	.

81	Cc1c(CN2CCN(C)C3(CCN(C(=O)OCC(C)C)CC3)C2)cnn1C
82	CC(C)(C)NCC(O)COc1nsnc1N1CCOCC1 (configuration not stated)
83	Cc1cc(OCC(=O)N2CCOCC2)cc(C)c1NC(=O)C12CC3CC(CC(C3)C1)C2
84	Cc1cc(-c2c(C)sc(C)c2I)c(C)s1

assay / entry	81	82	83	84
hcGAS inh	-5	3	2	5
NPYLR7 ag	1	1	1	0
mcGAS lum	.	-3	.	.

As entered above.
Cc1c(CN2CCN(C)C3(CCN(C(=O)OCC(C)C)CC3)C2)cnn1C – NPYLR7 ag = 1
Cc1cc(OCC(=O)N2CCOCC2)cc(C)c1NC(=O)C12CC3CC(CC(C3)C1)C2 – NPYLR7 ag = 1

Bioassay records deposited in PubChem by Fisher Drug Discovery Resource Center.
